NPR2 activator – GC-B (human) receptor activation; activation, % at 10 µM; HEK293-GC-B cells, CNP EC30, cGMP TR-FRET; 0% at EC30 CNP, 100% saturating CNP; actives 0.11% (n = 370,000);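 active means activation at 10 µM reaching about 35% in either raw or pattern-adjusted values, limit read from the data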
SMARCA2 activ – SMARCA2 function activation, primary screen; MG213 cells, MMTV-luciferase reporter, dexamethasone, overnight; activation, % at 9.1 µM; actives 1% (n = 370,000); AID 652017; in the data active means activation above about 7.8%;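 further: 0% = vehicle wells and 100% = reference activator wells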
ADAM10 inh – inhibits human ADAM10; inhibition, % at 7 µM; actives 0.62% (n = 370,000); recombinant ADAM10, EDANS/DABCYL FRET peptide cleavage, 3 h;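 active means inhibition above a per-campaign cutoff equal to the mean of compounds falling between control-based bounds plus 3 SD, cut at about 20% in these data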;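 further: 0% = DMSO wells while the 100% control is not disclosed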
hcDAF12 agonist – activators of H. contortus DAF-12 nuclear receptor. activation, % at 6.8 µM. HEK293 hcDAF-12 lit1-tk-luc reporter, luminescence; 0% DMSO, 100% Δ7-dafachronic acid. AID 652067. actives 1.4% (n = 370,000);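 active means activation above the mean of all tested compounds plus 3 SD, cut at about 5.5% in these data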;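 further: 100% = response to 3 µM Δ7-dafachronic acid high control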
sPLA2-III inh – Inhibits HGIII-sPLA2 liposome hydrolysis, primary screen; Q9NZ20; QFRET BODIPY PC-A2 liposome hydrolysis, fluorescence; inhibition, % at 12.2 µM; actives 0.56% (n = 370,000);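 active means inhibition above mean plus 3 SD of compounds lying within the high and low control bounds, cut at about 19% in these data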;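 further: 0% = median of test compound wells and 100% = no enzyme DMSO wells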
ssDAF12 agonist – activates DAF-12 receptor from parasite S. stercoralis; HEK293 ssDAF-12/GRIP1 lit1-tk-luc reporter, luminescence; % of 3 µM dafachronic acid response; activation, % at 6.8 µM; actives 1% (n = 370,000);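 active means activation above the mean over all tested compounds plus 3 SD, cut at about 0.9% in these data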;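 further: 0% = DMSO-only wells and 100% = 3 µM delta7-dafachronic acid wells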
DAX1 inh-1 – NR0B1 (DAX1) inhibition; HEK293 Gal4-DAX1 luciferase reporter, luminescence; actives 0.99% (n = 340,000); inhibition, % at 6.75 µM; AID 504766;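 active means inhibition above the mean over all tested compounds plus 3 SD, cut at about 4.2% in these data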;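 further: 0% = DAX1-transfected cells with DMSO and 100% = empty-vector control cells with DMSO; inhibition shows as a rise in luminescence from relieved DAX1 repression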
DAX1 inh-2 – DAX1 (NR0B1) inhibition, primary screen | HEK293T StAR-luciferase reporter, SF-1/DAX-1 repression relief | actives 1.1% (n = 370,000) | AID 652010 | inhibition, % at 6.8 µM;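 active means inhibition above the mean over all tested compounds plus 3 SD, cut at about 3.6% in these data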;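 further: 0% = DAX-1 cells with DMSO and 100% = cells lacking DAX-1 with DMSO; higher inhibition means more luminescence from relief of DAX-1 repression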
FXN GAA850 act – activators of GAA850 frataxin (FXN) promoter; HEK293 lucGAA850 FXN promoter luciferase reporter, 24 h; percent of 10 µM SAHA response; activation, % at 6 µM; actives 0.56% (n = 360,000); AID 540364;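 active means activation above the average of all compounds screened plus 3 SD, cutoff fixed separately per campaign, cut at about 7.5% in these data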;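 further: 0% = DMSO wells and 100% = 10 µM SAHA wells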
hgDAF12 agonist – activates the H. glycines DAF-12 receptor ligand-binding domain | actives 1.8% (n = 370,000) | AID 687014 | activation, % at 6.8 µM | HEK293 GAL4-hgDAF12 UAS-luciferase reporter, agonist luminescence; normalized to butyrate control;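 active means activation above a cutoff set at the mean of all screened compounds plus 3 SD, cut at about 10% in these data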;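 further: 0% = DMSO wells and 100% = sodium butyrate wells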
GC-A act – GC-A (human) enzyme activation; P16066; HEK293 GC-A cells, cGMP TR-FRET, EC30 ANP; 0% at EC30 ANP, 100% saturating ANP; activation, % at 10 µM; actives 0.14% (n = 370,000); in the data active means activation above about 40%
Target sequence (P16066 whole entry, looked up): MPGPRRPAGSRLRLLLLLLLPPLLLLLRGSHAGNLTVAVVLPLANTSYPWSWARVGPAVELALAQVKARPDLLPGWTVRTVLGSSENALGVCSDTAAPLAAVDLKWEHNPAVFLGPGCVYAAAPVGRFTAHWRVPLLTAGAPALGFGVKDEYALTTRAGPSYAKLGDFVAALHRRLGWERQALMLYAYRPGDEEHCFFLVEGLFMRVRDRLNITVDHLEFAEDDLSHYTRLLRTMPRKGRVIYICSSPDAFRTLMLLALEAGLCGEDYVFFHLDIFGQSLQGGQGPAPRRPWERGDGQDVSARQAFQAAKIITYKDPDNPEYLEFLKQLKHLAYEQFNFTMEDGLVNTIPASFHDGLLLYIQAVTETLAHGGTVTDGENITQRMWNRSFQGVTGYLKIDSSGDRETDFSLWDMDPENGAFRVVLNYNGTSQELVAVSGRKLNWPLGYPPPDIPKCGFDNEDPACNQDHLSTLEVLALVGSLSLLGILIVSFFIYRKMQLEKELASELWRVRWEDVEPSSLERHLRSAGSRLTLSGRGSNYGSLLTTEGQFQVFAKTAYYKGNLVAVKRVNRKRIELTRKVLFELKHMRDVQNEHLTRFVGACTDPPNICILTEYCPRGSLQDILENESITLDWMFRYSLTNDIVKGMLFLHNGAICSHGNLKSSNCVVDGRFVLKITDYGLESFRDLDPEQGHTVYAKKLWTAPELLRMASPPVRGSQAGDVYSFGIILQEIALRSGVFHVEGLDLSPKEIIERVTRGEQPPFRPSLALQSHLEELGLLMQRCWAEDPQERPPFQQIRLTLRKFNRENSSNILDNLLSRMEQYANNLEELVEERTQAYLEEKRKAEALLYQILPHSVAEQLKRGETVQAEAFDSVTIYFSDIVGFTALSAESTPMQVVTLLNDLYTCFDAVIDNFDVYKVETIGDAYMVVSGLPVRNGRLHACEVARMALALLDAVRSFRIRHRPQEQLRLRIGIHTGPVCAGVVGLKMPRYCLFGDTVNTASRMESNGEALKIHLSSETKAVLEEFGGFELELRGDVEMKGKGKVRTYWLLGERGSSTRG
Numbers without * were called inactive; i = inactive; x = not tested or not shown.

SMILES	NPR2 activator	SMARCA2 activ	ADAM10 inh	hcDAF12 agonist	sPLA2-III inh	ssDAF12 agonist	DAX1 inh-1	DAX1 inh-2	FXN GAA850 act	hgDAF12 agonist	GC-A act
CC(=O)OCC1OC(n2c(S)c(C#N)c(-c3ccccc3)c(C#N)c2=O)C(OC(C)=O)C(OC(C)=O)C1OC(C)=O (stereo unspecified)	15.1	-0.2	-21.7	-1.1	-14.3	-2.0	-1.3	-2.4	3.3	-4.2	11.0
Cc1nnc(SCC(=O)Nc2ccc3c(c2)OCCO3)s1	1.0	-0.1	-5.5	-1.6	-1.9	-1.1	0.6	0.6	-3.4	0.5	-5.7
Cc1ccc2c(n1)sc1c(-c3ccc(Br)cc3)c(C#N)c(N)nc12	-1.8	-1.2	-67.0	-1.8	-0.1	-0.9	-0.1	-0.5	2.7	-0.5	-1.7
COc1cc(C(C)=O)ccc1COc1ccc(C(=O)OC(C)C(=O)NC(N)=O)cc1OC (stereo unspecified)	-1.1	-0.2	-2.4	-0.9	-5.9	-1.4	0.0	-0.8	1.0	1.7	1.8
COc1cccc(CN2CC(C(=O)N3CCN(C(C)C)CC3)CCC2=O)c1 (stereo unspecified)	-1.1	-2.0	-5.5	-0.6	-0.9	-1.0	4.6*	0.0	1.0	1.1	-0.8
O=S(=O)(Nc1cccc(-c2cn3ccsc3n2)c1)c1ccc(F)cc1	-0.1	-0.2	5.5	-2.1	-17.9	-1.2	-0.1	-0.2	-1.2	-1.0	-4.5
CC/C(=C\c1oc2cc3ccccc3cc2[n+]1CC)Nc1ccccc1	-9.1	-3.8	-20.6	-0.8	-5.7	-0.6	0.0	-0.3	-0.3	-1.1	-2.9
Cc1cc(N2CCOCC2)nc2ccc(NC(=O)C3CCC(C)CC3)cc12 (stereo unspecified)	6.2	0.1	-73.8	-0.8	-1.1	-0.8	-1.0	0.0	-0.6	-2.5	4.7
N#CCCN1CCN(CCC#N)C1=S	-4.6	-1.5	-3.4	-0.5	0.2	-0.9	0.3	-0.5	1.2	-1.0	2.6
Cn1c(=O)c2c(nc(CN3CCCCC3)n2CCCc2ccccc2)n(C)c1=O	-1.7	-0.2	0.1	-1.7	-3.9	-1.6	0.0	-0.1	-0.9	0.8	-0.8
Cc1c(NC(=S)NC(=O)c2cccc(Br)c2)c(=O)n(-c2ccccc2)n1C	0.0	-2.3	5.7	-0.7	5.5	-1.4	1.8	-0.4	0.8	2.3	0.3
Cc1ccc2nc(N(CCCN(C)C)C(=O)c3ccc(S(=O)(=O)N4CCc5ccccc5C4)cc3)sc2c1	-2.0	1.5	-3.9	-2.9	-14.3	-1.0	0.4	-0.6	-4.5	-4.0	-7.0
COc1ccc(N2CCN(C(=S)Nc3ccc(C)cc3)CC2)cc1	-0.8	-1.4	3.1	-0.8	5.1	-0.8	-0.4	0.4	-0.6	-0.1	2.7
CCOc1ccccc1CNC(=O)c1c([N+](=O)[O-])c(C)nn1C	-2.3	-3.8	-7.1	-2.3	5.7	-1.6	-0.9	-0.3	-1.7	-2.4	-3.4
N/C(=N\OC(=O)/C=C/c1ccccc1)c1ccc(Cl)cc1	0.5	5.0	4.6	-1.8	-0.1	-0.9	x	-0.5	-0.1	3.6	6.4
CCOC(=O)CCCNC(=O)CN1CCC(c2nc3ccccc3s2)CC1	3.9	-2.9	0.5	-1.5	2.1	-0.6	-2.0	-0.5	1.8	0.7	0.3
Nc1nonc1NC(=O)CSc1ncccc1C(=O)O	1.1	-3.8	-2.5	0.0	18.1	-1.6	0.0	0.4	1.1	3.1	3.9
CC(C)[N+](C)(C)CC(O)CN(c1ccccc1)c1ccccc1 (stereo unspecified)	-1.5	2.8	7.7	-0.7	9.6	-1.5	0.1	0.5	1.2	-0.9	0.6
Cc1ccnc(SC2CC(=O)N(c3ccccc3)C2=O)n1 (stereo unspecified)	1.0	3.8	-1.3	-1.7	-0.8	-1.5	2.3	-0.2	0.2	1.1	1.4
CN(CC(=O)Nc1cccc(S(=O)(=O)N(C)c2ccccc2)c1)Cc1cccs1	-2.5	-2.0	3.6	-0.7	-13.7	-2.0	-0.1	-1.8	-0.2	-1.8	2.7
COC(=O)c1sc(NC(=O)COc2ccc(OC)cc2)nc1C	-1.2	1.2	-3.4	0.8	-1.2	-0.9	0.5	-0.3	1.3	3.5	-1.0
CC(C)C[C@@H]1COc2cccc(N3CCCCC3)c2S(=O)(=O)N1	0.8	-1.4	-1.2	0.3	0.4	-0.9	x	-1.3	x	0.2	2.8
O=C(OC(C(=O)NCc1cccs1)c1ccc(F)cc1)c1ccco1 (stereo unspecified)	-7.2	-2.6	7.9	-2.0	-10.2	0.1	0.1	-0.2	-1.5	2.3	-10.2
COc1ccc(C(=O)NNC(=O)COc2ccc(Cl)cc2C)cc1S(=O)(=O)N1CCOCC1	-1.0	0.2	17.1	0.1	-13.9	-1.0	-1.1	-2.0	-1.5	-1.1	0.0
CC(C)Oc1cccc(C(=O)Nc2ccc(N3CCN(S(C)(=O)=O)CC3)cc2)c1	-3.3	-2.1	-8.5	1.7	8.5	0.0	0.5	-0.2	-0.4	0.8	1.2
COc1cccc(N2C(=O)CN(Cc3ccc(OC)c(OC)c3)C2=S)c1	6.5	1.3	11.0	-0.5	-66.6	-1.1	-1.5	-0.2	1.6	-3.5	10.3
Cc1ccc(NC(=O)c2ccc3c(c2)C(=O)N(c2ccccc2C)C3=O)nc1	0.9	-3.7	-2.7	0.0	8.9	-0.1	0.3	-1.5	1.9	0.7	-1.6
O=C(Nc1cc(S(=O)(=O)N2CCCCC2)ccc1N1CCOCC1)c1cc(=O)[nH]c2ccccc12	-1.6	0.0	0.2	-0.6	-0.8	-0.8	-0.7	-0.4	-0.1	1.7	-1.5
COc1ccc(N(CC(=O)N/N=C(\C)c2ccc(OC)c(OC)c2)S(=O)(=O)c2ccccc2)cc1	3.0	0.8	-5.5	-2.2	-2.3	-1.0	0.6	0.2	3.6	0.0	0.7
CC(=O)Nc1ccc(C(=O)OCC(=O)N2CC3(C)CC2CC(C)(C)C3)cc1 (stereo unspecified)	2.8	2.6	-5.7	-0.4	7.0	-1.2	-0.2	-0.1	-1.8	0.3	2.1
O=C(CSc1nnc(COc2ccccc2Cl)o1)NC(=O)NC1CCCC1	-11.2	-2.0	4.9	0.4	-28.7	-1.8	-0.2	1.1	0.0	-3.1	-2.9
CCOC(=O)c1cnn(CCOC(=O)c2ccc(OC)cc2)c1NC(=O)c1ccc(OC)cc1	7.5	-0.6	-2.8	-2.7	-5.4	-1.7	-1.4	0.1	-2.3	1.6	-8.3
COc1ccccc1C(=O)Nc1ccc2oc(-c3ccc(F)cc3)nc2c1	2.1	0.6	-9.4	-0.1	-7.8	-1.1	0.6	0.4	0.2	-0.7	10.3
COc1ccccc1C(=O)Nc1cccc(-c2cn3ccsc3n2)c1	-6.8	2.7	7.5	-2.2	-13.7	-1.6	x	-0.7	x	1.7	-1.9
COc1ccccc1OCc1nnc(SCCN2CCOCC2)o1	3.6	-3.7	2.0	0.1	3.2	-1.3	1.9	0.2	0.7	-1.0	4.7
O=C(/C=C/c1ccccc1)Nc1nnc(-c2ccco2)o1	-5.6	4.1	0.8	-0.1	1.3	-1.5	-0.7	-0.1	-1.1	0.5	-4.1
COc1cc(O)c(C(CC(=O)N2CCC(C)CC2)c2ccc3c(c2)OCO3)c(OC)c1 (stereo unspecified)	-22.4	x	-8.1	-1.8	-5.8	-1.5	x	x	x	2.9	-23.2
CC(=O)Nc1ncc(Cc2cccc(Cl)c2)s1	2.9	2.1	-5.7	-1.0	-4.0	-1.1	-0.8	-0.2	0.7	-0.8	7.4
C=C(C)CSc1nnc(-c2cc(-c3ccc(OC)cc3)n[nH]2)n1N	-6.5	-4.5	-4.5	-3.1	-3.9	-0.6	x	-0.8	x	1.1	-2.9
Cc1cn([C@H]2C[C@H](O)[C@@H](CNCc3ccc(F)c(N4CCOCC4)c3)O2)c(=O)[nH]c1=O	-2.1	-2.7	-14.9	-0.1	10.6	-1.0	1.6	1.3	-1.4	-0.7	3.3

Part of the list above, with values under each structure:
Second line of a record: NPR2 activator	SMARCA2 activ	ADAM10 inh	hcDAF12 agonist	sPLA2-III inh	ssDAF12 agonist	DAX1 inh-1	DAX1 inh-2	FXN GAA850 act	hgDAF12 agonist	GC-A act
COc1cc(C(C)=O)ccc1COc1ccc(C(=O)OC(C)C(=O)NC(N)=O)cc1OC (stereo unspecified)
 : -1.1	-0.2	-2.4	-0.9	-5.9	-1.4	0.0	-0.8	1.0	1.7	1.8
COc1ccccc1C(=O)Nc1cccc(-c2cn3ccsc3n2)c1
 : -6.8	2.7	7.5	-2.2	-13.7	-1.6	x	-0.7	x	1.7	-1.9
Cc1ccc(NC(=O)c2ccc3c(c2)C(=O)N(c2ccccc2C)C3=O)nc1
 : 0.9	-3.7	-2.7	0.0	8.9	-0.1	0.3	-1.5	1.9	0.7	-1.6

Other compounds
SMILES	NPR2 activator	SMARCA2 activ	ADAM10 inh	hcDAF12 agonist	sPLA2-III inh	ssDAF12 agonist	DAX1 inh-1	DAX1 inh-2	FXN GAA850 act	hgDAF12 agonist	GC-A act
Cc1cccc2sc(NNC(=O)C3=COCCO3)nc12	2.2	-1.6	2.3	1.6	20.7*	-1.2	2.8	-0.1	3.0	2.7	3.7
O=C(CSc1ccc(-c2ccccn2)nn1)N1CCc2ccccc21	-0.6	0.6	-2.8	1.7	5.0	-1.0	-0.2	0.9	-0.5	0.0	0.3
CC(=O)N1c2ccc(S(=O)(=O)N3CCC(C(=O)NC4CCCCC4C)CC3)cc2CC1C (stereo unspecified)	5.0	3.8	3.3	0.3	4.8	-1.2	0.4	-0.5	-1.4	-0.8	1.9
CN(Cc1ccccc1)C(=O)CSc1nnc(-c2ccco2)n1-c1ccccc1	-2.5	1.0	0.4	-2.2	-3.9	-1.3	-0.4	-0.7	1.9	-2.1	-6.0
COc1ccccc1C(=O)N1CCN(c2ccc(N3CCOCC3)nn2)CC1	-1.1	-2.7	i	-1.0	12.8	-1.2	-0.7	0.2	1.3	-5.0	-0.6
CC1CCC(C(C)C)C(=O)/C1=C/c1ccc(N)cc1 (stereo unspecified)	3.2	7.2	9.8	-0.2	12.8	-1.3	1.4	-0.5	3.6	9.6	-0.3
CC(C)CNC(=O)C(=O)NCC1OCCN1S(=O)(=O)c1cccs1 (stereo unspecified)	6.4	-3.1	0.3	-1.3	1.0	-0.6	0.2	0.0	-2.5	-0.8	0.5
O=C(O)[C@H](Cc1ccccc1)Nc1ccc([N+](=O)[O-])cn1	6.8	-2.2	0.0	0.7	4.8	-0.5	-0.4	0.1	1.4	-2.4	6.7
CCc1ccc(S(=O)(=O)NCCc2csc(-c3ccccc3)n2)s1	1.9	-5.1	8.9	-1.4	-41.6	-1.9	-2.0	-1.1	-0.3	-5.3	-2.7
CCOc1cc([N+](=O)[O-])cc(/C=C2/NC(=O)N(Cc3ccccc3F)C2=O)c1O	-5.0	-3.1	-1.3	-0.7	-2.0	-1.9	2.0	-0.7	-1.4	-2.0	6.8
O=C(NCCO)c1cccc(-c2ccc3nncn3c2)c1	2.1	-6.8	1.5	1.8	12.7	-0.1	x	-0.9	1.3	0.1	4.1
O=C(NC(=S)Nc1ccc(F)cc1)c1ccc2c(c1)OCCO2	2.0	3.8	-2.5	3.9	18.8	-0.1	2.5	3.7*	3.2	17.0*	1.5

Assay outcomes as filed in PubChem BioAssay.
